12-LOX inh = Primary qHTS assay for inhibitors of human arachidonate 12S-lipoxygenase (ALOX12): Round 2. purified 12hLO, xylenol orange hydroperoxide absorbance. Polyunsaturated fatty acid lipoxygenase ALOX12 (Homo sapiens), P18054. actives 1.1% (n = 580,000). AID 1671190, 2021. Potency, µM (titrated, usually from 108 µM), for the others: top-dose activity change, negative = inhibition, actives largely listed as inhibitors; active = well fitted inhibition curve with a large enough effect; inconclusive = small, poorly fitted or top-dose-only effect, or another doubt; inactive = no such curve, though single readings can be large or run the other way
Target sequence (P18054 whole entry, looked up): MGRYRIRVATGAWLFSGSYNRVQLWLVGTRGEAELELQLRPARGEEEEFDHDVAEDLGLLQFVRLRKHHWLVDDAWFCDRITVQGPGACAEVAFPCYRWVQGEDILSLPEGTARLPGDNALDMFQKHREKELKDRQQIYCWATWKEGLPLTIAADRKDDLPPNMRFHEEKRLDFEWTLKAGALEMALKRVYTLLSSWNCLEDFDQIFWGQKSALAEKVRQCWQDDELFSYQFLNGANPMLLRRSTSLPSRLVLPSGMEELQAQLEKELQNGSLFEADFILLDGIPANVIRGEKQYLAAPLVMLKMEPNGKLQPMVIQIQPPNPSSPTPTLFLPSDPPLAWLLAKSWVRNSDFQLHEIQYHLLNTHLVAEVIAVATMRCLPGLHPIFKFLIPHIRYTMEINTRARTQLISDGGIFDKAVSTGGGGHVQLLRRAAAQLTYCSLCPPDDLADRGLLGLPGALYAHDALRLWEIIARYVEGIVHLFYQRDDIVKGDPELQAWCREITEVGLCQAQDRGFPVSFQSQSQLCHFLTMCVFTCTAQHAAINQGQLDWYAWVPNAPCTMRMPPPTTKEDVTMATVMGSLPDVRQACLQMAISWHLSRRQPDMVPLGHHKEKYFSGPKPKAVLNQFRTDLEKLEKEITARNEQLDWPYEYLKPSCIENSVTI
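Purified human 12hLO at 150 nM in 25 mM Hepes, 0.01% Triton X-100, pH 7.0, preincubated 15 min at room temperature with compound. Reaction started with 40 uM arachidonic acid, 30 min at room temperature. Hydroperoxide measured by Fe-xylenol orange, 573/405 nm absorbance ratio.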
* hit, by the source's call; [ ] = remark or other dose. % is scaled to controls: 0 for no effect and ±100 for the full control effect; potency is read from the fitted curve at half-maximal effect. An excerpt; the hit share may differ from the screen's.

Results for Cc1cc(C)cc([C@H]2C[C@]34CN(Cc5ccccc5)S(=O)(=O)[C@H]3C[C@H]2O4)c1 ?
12-LOX inh: -1.4%

How did O=C(c1ccco1)N1CCN(c2ncncc2-c2nc(-c3ccccc3)no2)CC1 do in these assays?
12-LOX inh: 14.6%

Results for COc1ccccc1CNC(=O)c1cc(-c2ccc(F)cc2C)n[nH]1 ?
12-LOX inh: 7.1%

How did Cc1ccc(C(=O)C(C)n2c(N3CCOCC3)nc3c2c(=O)n(C)c(=O)n3C)cc1 (stereo not given) do in these assays?
12-LOX inh: -1.5%

What do the screens show for `Cc1noc2c(NC(C)C)cc(-c3ccsc3)nc12`?
12-LOX inh: -30.7%[176 µM]

Results for O=C(Cn1ccc2cc(Cl)ccc21)N1CCCCCC1 ?
12-LOX inh: -34.3%

What do the screens show for `CCCc1cc(C(=O)N2C[C@@H](CN3CCOCC3)[C@@H](CO)C2)n[nH]1`?
12-LOX inh: 5.7%

Results for COCCn1cnnc1SCc1nc2cc(Cl)ccc2n1Cc1ccccc1 ?
12-LOX inh: 47.0%[activator]

How did O=c1cc(-c2cccnc2)nc(-c2ccc(CN3CCCC(F)(F)C3)cc2)[nH]1 do in these assays?
12-LOX inh: 6.2%

How did Cc1cc(-c2ccc(NC(=O)CC#N)c(C)c2)ccc1NC(=O)CC#N do in these assays?
12-LOX inh: 15.8%

What do the screens show for `Cc1nc2ccc(NC(=O)C3(C)CCCN(C(C)C)C3)cc2o1` (stereo not given)?
12-LOX inh: 20.2%

Results for O=S(=O)(Nc1ccc2cn[nH]c2c1)c1ccc(Cl)c(Cl)c1 ?
12-LOX inh: -25.2%

Four records drawn at random from the list so far, as already listed:
Results for O=S(=O)(Nc1ccc2cn[nH]c2c1)c1ccc(Cl)c(Cl)c1 ?
12-LOX inh: -25.2%

Results for COc1ccccc1CNC(=O)c1cc(-c2ccc(F)cc2C)n[nH]1 ?
12-LOX inh: 7.1%

What do the screens show for `Cc1noc2c(NC(C)C)cc(-c3ccsc3)nc12`?
12-LOX inh: -30.7%[176 µM]

How did O=C(c1ccco1)N1CCN(c2ncncc2-c2nc(-c3ccccc3)no2)CC1 do in these assays?
12-LOX inh: 14.6%

More results
Results for COc1ccc(NC(=O)C[C@H]2NC(=O)c3ccccc3NC2=O)cn1 ?
12-LOX inh: -4.7%

What do the screens show for `CCOc1ccc(S(=O)(=O)N2C[C@@H](C(N)=O)[C@H](C3CCN(C)CC3)C2)cc1`?
12-LOX inh: inconclusive

What do the screens show for `CSc1ccc(NC(=O)C2CCN(C(=O)c3ncn4c3COC(c3ccc(F)cc3)C4)CC2)cc1` (stereo not given)?
12-LOX inh: 19.7%

What do the screens show for `CC(=O)c1cccc(-c2ccnc3c2CC(C(=O)Nc2cccc(NS(C)(=O)=O)c2)O3)c1` (stereo not given)?
12-LOX inh: -3.5%

Results for CC1(C(=O)NS(=O)(=O)c2ccc3c(c2)CCO3)CCN1C(=O)COc1ccc(Cl)cc1 (stereo not given) ?
12-LOX inh: -1.9%

What do the screens show for `Cc1nn2c(c1-c1ccccc1N1CCCC1)N(C(=O)COc1ccccc1)CCC2`?
12-LOX inh: 130.6%[activator][176 µM]

How did O=C(Cn1c(=O)oc2cc(Cl)ccc21)NC1CCc2n[nH]c(=O)n2CC1 (stereo not given) do in these assays?
12-LOX inh: 20.8%

What do the screens show for `COc1ccccc1-c1ccnc(-n2ncc(C(=O)NCCc3cccnc3)c2C)n1`?
12-LOX inh: 0.7%

Results for Cc1ccc2c(ccn2CCC(=O)Nc2nnc(C(C)C)s2)c1 ?
12-LOX inh: -3.3%

Results for CN1CCOC(CNC(=O)Cc2cccc(F)c2)C1 (stereo not given) ?
12-LOX inh: 4.2%

How did COc1ccc(C)cc1NC(=O)N1CCC(N2CC3CC(C2)[C@H]2CCCC(=O)N2C3)CC1 (stereo not given in full) do in these assays?
12-LOX inh: 22.9%

What do the screens show for `CCCOc1ccc(C(=O)Nc2cccc3cccnc23)cc1`?
12-LOX inh: -19.2%

Molecules above that have an aryl thioether with sulfur outside any ring, in the order listed:
Results for COCCn1cnnc1SCc1nc2cc(Cl)ccc2n1Cc1ccccc1 ?
12-LOX inh: 47.0%[activator]

What do the screens show for `CSc1ccc(NC(=O)C2CCN(C(=O)c3ncn4c3COC(c3ccc(F)cc3)C4)CC2)cc1` (stereo not given)?
12-LOX inh: 19.7%

(more compounds)
What do the screens show for `COc1ccnc(N2CC[C@H](c3nnc(-c4ccc(C)cc4)o3)C2)n1`?
12-LOX inh: 3.9%[176 µM]

What do the screens show for `COc1nc2ccccc2nc1N1CCC(C(=O)Nc2ccc(C)cc2)CC1`?
12-LOX inh: 2.3%

What do the screens show for `COCCN1C(=O)CS(=O)(=O)C12CCN(C(=O)c1ccc(F)cc1)CC2`?
12-LOX inh: 45.3%[activator]

How did COc1ccc(C(=O)N2CCC3(CC2)CCN(Cc2cccs2)c2ccccc2O3)cc1 do in these assays?
12-LOX inh: inconclusive

What do the screens show for `CCOCCn1nc(C)cc1C(=O)N1C[C@@H](C)[C@](O)(C2CC2)C1`?
12-LOX inh: 28.6%

Results for CCCCn1c(=O)[nH]c(=O)c2c1nc(CN1CCN(S(=O)(=O)c3ccc(C)cc3)CC1)n2C ?
12-LOX inh: inconclusive

Results for COCCN1C(=O)COCc2cc(-c3ccc(N(C)C)cc3)ccc21 ?
12-LOX inh: inconclusive

What do the screens show for `CCC(C)NC(=O)C1=Cc2sc3c(c2CS1)CCCC3` (stereo not given)?
12-LOX inh: 14.1µM*

What do the screens show for `CS(=O)(=O)N1CC2(CCN(Cc3ccccn3)C2)Cc2ccccc21` (stereo not given)?
12-LOX inh: 35.3%[activator]

Results for Fc1ccc(OCc2nnc([C@H]3CCN(Cc4cccnc4)C3)o2)cc1 ?
12-LOX inh: 13.4%[176 µM]

What do the screens show for `Cc1ccc(COc2ccccc2C2C3=C(CC(C)(C)CC3=O)OC3=C2C(=O)CC(C)(C)C3)cc1`?
12-LOX inh: 0.4%

What do the screens show for `Nc1n[nH]c(CNc2cc(-c3ccc(F)cc3)nc3ccnn23)n1`?
12-LOX inh: 106.4%[activator]

Results for CCC1=C(C(=O)OC)C(c2ccccc2OC)N2C(CC(=O)N3CCCCC3C)=CSC2=N1 (stereo not given) ?
12-LOX inh: 77.4%[activator]

What do the screens show for `O=C1CC(c2ccccc2)N(C(=O)C2CC2)CCCN(C(=O)c2cc3ccccc3[nH]2)CCN1` (stereo not given)?
12-LOX inh: 0.8%

Results for COc1ccc2c(c1)c(C(C(=O)O)N1CCC(Cc3ccccc3)CC1)cn2CC(=O)O (stereo not given) ?
12-LOX inh: inconclusive

What do the screens show for `COc1ccc(-n2nc(C)c([C@H]3C=C[C@@H](OC(=O)Nc4ccc(Br)cc4)C3)c2C)cc1`?
12-LOX inh: -3.1%

What do the screens show for `O=C(c1cc[n+]([O-])cc1)N1CCC2(CCCN(Cc3cccc(F)c3F)C2)C1` (stereo not given)?
12-LOX inh: -12.1%

What do the screens show for `C=CCNC(=O)C(NC(=O)c1cccc(OC)c1)C1CCN(C(=O)C2CCCC2)CC1` (stereo not given)?
12-LOX inh: 42.1%[activator]

What do the screens show for `Cc1cccc(NC(=O)Cn2c(-c3ccc(F)cc3)nc(C)c(CCO)c2=O)c1C`?
12-LOX inh: 7.0%

What do the screens show for `CC1=C[C@@H](CNS(C)(=O)=O)[C@H](C(C)C)C[C@H]1Cc1nc2ccccc2n1C`?
12-LOX inh: 1.6%[176 µM]

What do the screens show for `CCCCCNC(=O)c1ccc(Nc2ccc(-c3cccc(C)c3)nn2)cc1`?
12-LOX inh: 1.3%

Results for COc1ccc(NS(=O)(=O)c2ccc(OCC(=O)NCc3ccc4c(c3)OCO4)c(C)c2)cc1 ?
12-LOX inh: inconclusive

What do the screens show for `O=C(c1cc(COc2cccc(F)c2)[nH]n1)N1CCC(N2CCSCC2)CC1`?
12-LOX inh: 74.0%[activator]

What do the screens show for `CCn1nc(C(=O)Nc2nc(C)c(C(C)=O)s2)c2ccccc2c1=O`?
12-LOX inh: -13.6%

What do the screens show for `Cc1ccc(C(CNC(=O)c2cc3ccccc3oc2=O)N(C)C)o1` (stereo not given)?
12-LOX inh: 8.4%

How did Cc1ccc(S(=O)(=O)NCCO)cc1 do in these assays?
12-LOX inh: 74.7%[activator]

Results for CCC1CSC(Nc2ccc(C)cc2)=N1 (stereo not given) ?
12-LOX inh: -18.1%

What do the screens show for `Cc1cc(N2CCCC2)nc(Nc2ccc(NS(=O)(=O)c3ccc(Br)cc3)cc2)n1`?
12-LOX inh: inconclusive

Results for CNC(=O)c1ccc(OCc2coc(-c3ccc(F)cc3)n2)cc1 ?
12-LOX inh: inconclusive

What do the screens show for `C#CCN(C)CC[C@@H]1CC[C@H](O)[C@@H](C(=O)NC2CCCCC2)O1`?
12-LOX inh: -1.8%[176 µM]

How did Cc1nc2ccncc2nc1C do in these assays?
12-LOX inh: -28.3%

Results for O=C(c1cccs1)N1C[C@@H](O)[C@H](n2cc(-c3ccc(F)cc3)nn2)C[C@@H]1c1ccc(Cl)cc1 ?
12-LOX inh: -6.0%

Results for COCc1cc(C)n(CC(=O)Nc2cc(Cl)ccc2Cl)c(=O)c1C#N ?
12-LOX inh: -18.5%

What do the screens show for `O=C(NCCc1cnn(-c2ccccc2)c1)C1NCCc2[nH]cnc21` (stereo not given)?
12-LOX inh: 8.4%

What do the screens show for `CCOc1ccccc1NC(=O)CN1C(=O)NC2(CCCCC2)C1=O`?
12-LOX inh: 16.5%

What do the screens show for `COc1ccc2nc(SCC(=O)N(C3CCCC3)C3CCS(=O)(=O)C3)[nH]c2c1` (stereo not given)?
12-LOX inh: -46.1%

Compounds above that contain a thiophene ring, fused or not (four):
What do the screens show for `Cc1noc2c(NC(C)C)cc(-c3ccsc3)nc12`?
12-LOX inh: -30.7%[176 µM]

How did COc1ccc(C(=O)N2CCC3(CC2)CCN(Cc2cccs2)c2ccccc2O3)cc1 do in these assays?
12-LOX inh: inconclusive

What do the screens show for `CCC(C)NC(=O)C1=Cc2sc3c(c2CS1)CCCC3` (stereo not given)?
12-LOX inh: 14.1µM*

Results for O=C(c1cccs1)N1C[C@@H](O)[C@H](n2cc(-c3ccc(F)cc3)nn2)C[C@@H]1c1ccc(Cl)cc1 ?
12-LOX inh: -6.0%

Continuation:
Results for CSc1nccc(-c2ccc(C)c(C)c2)n1 ?
12-LOX inh: inconclusive

How did COc1ccc(S(=O)(=O)N2CCCCC2c2cc(C(=O)NC(C)C)no2)cc1 (stereo not given) do in these assays?
12-LOX inh: 1.6%

How did O=C(O)C(NCc1ccco1)c1c[nH]c2ccccc12 (stereo not given) do in these assays?
12-LOX inh: inconclusive

How did COc1cccc(CNC(=O)N2CCCC3(C2)Nc2cccnc2NC3=NC2CCCC2)c1 (stereo not given) do in these assays?
12-LOX inh: 63.2%[activator]

What do the screens show for `CCN1CCCN(S(=O)(=O)c2cnn(CC)c2)CC12CCOCC2`?
12-LOX inh: 48.9%[activator]

How did COc1ccc(C2=NOC3(CCN([S+](=O)([O-])c4c(C)noc4C)C3)C2)cc1 (stereo not given) do in these assays?
12-LOX inh: 12.5%

What do the screens show for `COc1ccccc1NC(=O)N(C)CCc1noc(C(=O)NCc2ccccc2)n1`?
12-LOX inh: 19.7%

What do the screens show for `C[C@H](O)[C@@H]1C(=O)N2CCc3c([nH]c4cccc(-c5ccccc5)c34)[C@@H]2C[C@@H]1N(C)C(=O)OCc1ccccc1`?
12-LOX inh: inconclusive

What do the screens show for `O=C(COC(=O)c1ccc(=O)n(Cc2ccccc2)n1)NCC(F)(F)F`?
12-LOX inh: -0.4%

What do the screens show for `O=C(CCc1ncc(-c2ccc(F)cc2)o1)NCCc1ccc(F)cc1`?
12-LOX inh: inconclusive

How did c1ccc(Oc2cc(CNc3ncccn3)ccn2)cc1 do in these assays?
12-LOX inh: 29.8%

What do the screens show for `C=CCNC(=O)CCc1c(C)nn(-c2ccccc2C)c1Oc1ccccc1`?
12-LOX inh: 6.7%

Results for Cc1ccc(S(=O)(=O)CC(=O)c2ccc(Cl)c(Cl)c2)cc1 ?
12-LOX inh: inconclusive

Results for N#Cc1ccnc(N2CCN(C(=O)Nc3ccccc3F)CC2)c1 ?
12-LOX inh: -26.1%

What do the screens show for `C=C(C)c1cccc(C(C)(C)NC(=O)NCCc2ccccc2)c1`?
12-LOX inh: -41.7%

What do the screens show for `CCOC(=O)COc1ccc2c(=O)c(Oc3ccc(C(=O)OC)cc3)c(C)oc2c1`?
12-LOX inh: -4.2%

How did Cc1cc(=O)oc2cc(OC(C)C(=O)NCc3cccnc3)c(Cl)cc12 (stereo not given) do in these assays?
12-LOX inh: 15.0%

Results for Cc1ccc(C)c(C(=O)COC(=O)CCSc2ccc(Cl)cc2)c1 ?
12-LOX inh: inconclusive

How did Cc1ccccc1NC(=O)Cc1nc(COC(=O)c2nccnc2N)cs1 do in these assays?
12-LOX inh: -9.5%

What do the screens show for `COc1ccc(C2(C(=O)N3CCCC(Cc4nc(C5CCOCC5)no4)C3)CC2)cc1` (stereo not given)?
12-LOX inh: 56.8%

What do the screens show for `CCCC1c2nccn2CCCN1C(=O)c1noc(C)c1COC` (stereo not given)?
12-LOX inh: 3.8%

Results for CC(C)(C)C(=O)c1cn(CCOc2ccc(F)cc2)c2ccccc12 ?
12-LOX inh: -6.6%

How did O=C(Cn1ccc2c(Cl)cccc21)NCc1ccccc1 do in these assays?
12-LOX inh: -4.9%

How did CC(C)c1ccc(C(N)=O)cc1 do in these assays?
12-LOX inh: -2.5%

What do the screens show for `CN(C)C(=O)CCS(=O)(=O)Cc1coc(-c2cccc(F)c2)n1`?
12-LOX inh: 4.3%

What do the screens show for `Cc1ccccc1C(=O)NC1CCC(C(F)(F)F)CC1` (stereo not given)?
12-LOX inh: -7.5%

What do the screens show for `O=C(NC1CCN(c2cc(-c3ccc(F)cc3)[nH]n2)C1)c1cccc(F)c1` (stereo not given)?
12-LOX inh: -0.5%
